Screens deposited in PubChem BioAssay by several laboratories.
KCNK3 block – human KCNK3 channel inhibition, primary screen; O14649; CHO-KCNK3 thallium flux, FluxOR fluorescence; stronger effect = lower value; B-score at 10 µM; 0.84% of 340,000 active; AID 602410;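 active = B-score under library mean minus 4 SD, starting fluorescence ratio at most library mean plus 5 SD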;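 note: more negative B-score means stronger inhibition of thallium flux through KCNK3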
hERG protect – compounds protecting human hERG from proarrhythmic drug block. Q12809. CHO-hERG, FluxOR thallium flux, dofetilide IC70 present. activation (rescue from dofetilide block), less the hit threshold, % at 10 µM. 0.51% of 310,000 active. AID 1511;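 active = activation above the mean of controls blocked by dofetilide plus 5 SD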;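 note: thallium influx through hERG after potassium depolarization seen as dye fluorescence rise; in these data hits start at about 4.7%; inactives centre near -7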
Target sequence (Q12809 whole entry, looked up): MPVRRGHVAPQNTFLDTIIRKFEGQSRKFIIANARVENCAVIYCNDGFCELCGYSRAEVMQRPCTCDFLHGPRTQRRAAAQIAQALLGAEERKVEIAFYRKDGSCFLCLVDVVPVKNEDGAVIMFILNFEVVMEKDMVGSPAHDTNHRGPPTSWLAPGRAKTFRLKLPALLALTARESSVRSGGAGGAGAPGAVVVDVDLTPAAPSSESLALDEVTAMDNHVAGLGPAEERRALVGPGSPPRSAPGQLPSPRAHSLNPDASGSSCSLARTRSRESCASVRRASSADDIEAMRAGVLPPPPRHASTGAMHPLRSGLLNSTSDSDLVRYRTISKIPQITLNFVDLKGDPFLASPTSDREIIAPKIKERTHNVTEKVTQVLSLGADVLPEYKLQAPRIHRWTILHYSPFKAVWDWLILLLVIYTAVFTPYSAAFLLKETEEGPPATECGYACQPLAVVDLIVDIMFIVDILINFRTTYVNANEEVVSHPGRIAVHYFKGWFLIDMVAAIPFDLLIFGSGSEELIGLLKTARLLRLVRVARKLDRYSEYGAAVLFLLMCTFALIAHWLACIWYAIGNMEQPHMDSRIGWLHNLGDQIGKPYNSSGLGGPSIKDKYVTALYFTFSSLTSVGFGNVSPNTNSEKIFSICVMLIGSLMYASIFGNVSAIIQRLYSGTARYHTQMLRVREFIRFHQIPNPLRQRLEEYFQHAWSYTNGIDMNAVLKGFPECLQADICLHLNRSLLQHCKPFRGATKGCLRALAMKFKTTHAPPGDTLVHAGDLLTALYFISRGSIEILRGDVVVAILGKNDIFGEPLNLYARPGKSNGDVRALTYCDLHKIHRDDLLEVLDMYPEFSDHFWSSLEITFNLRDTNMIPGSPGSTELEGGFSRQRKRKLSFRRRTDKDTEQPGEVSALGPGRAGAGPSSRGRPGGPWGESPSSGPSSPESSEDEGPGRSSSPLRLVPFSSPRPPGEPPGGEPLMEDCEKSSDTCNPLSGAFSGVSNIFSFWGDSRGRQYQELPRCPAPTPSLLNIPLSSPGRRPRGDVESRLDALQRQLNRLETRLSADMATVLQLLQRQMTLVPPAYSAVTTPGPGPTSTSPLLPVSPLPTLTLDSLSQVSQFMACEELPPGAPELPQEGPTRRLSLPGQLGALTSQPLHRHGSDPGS
KCNQ1 inh – inhibitors of human KCNQ1 potassium channel; P51787; CHO-K1 KCNQ1, FluxOR thallium flux fluorescence; stronger effect = higher value; B-score at 10 µM; 1.3% of 310,000 active; AID 2642;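 active = compounds whose thallium flux B-score, printed positive for inhibition, exceeds three library SD while starting fluorescence stays within three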;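 note: channel opened by potassium depolarization with thallium stimulus after 20 min compound exposure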
TRPC4 act – activators of mouse TRPC4 channel. HEK293 TRPC4beta/mu-opioid, Fluo4 calcium fluorescence; stronger effect = higher value. B-score at 10 µM. 0.49% of 310,000 active. AID 2237;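 active = B-score above 5 SD of library B-scores, and initial fluorescence ratio not above library mean plus 5 SD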;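 note: positive B-score marks a calcium rise read as TRPC4 activation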
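Assay system: HEK293 stable line with TRPC4beta plus mu-opioid receptor; schedule: 45 min room-temperature Fluo4 loading, 110 s read; technique: kinetic Fluo4 calcium fluorescence; evaluation: integrated baseline-normalised fluorescence ratio, converted to per-well B score; controls: buffer (low) and maximal DAMGO (high)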
KCNK9 inh – blocks the human KCNK9 two-pore domain potassium channel; Q9NPC2; HEK293 KCNK9, FluxOR thallium flux fluorescence; stronger effect = lower value; B-score at 10 µM; 1.2% of 310,000 active; AID 488922;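 active = ratio B-score over 3 SD below the library mean, with starting fluorescence within 5 SD of its mean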;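 note: negative B-score means less thallium flux so channel inhibition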
PolyA inhibitor – yeast polyadenylation inhibition; calls only at 12 µM; 0.02% of 300,000 active; S. cerevisiae SKY197-pL101 polyadenylation reporter, beta-gal luminescence; efflux-impaired pdr1/pdr3 knockout yeast; score 100 = 6 SD above DMSO;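 active = lowest replicate activity score at least 50, where 100 means six control SD above control mean; inconclusive = lowest score under 50 but half or more replicates reach 50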;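 note: yeast exposed to compound for 9 h at 30 °C; higher score means more reporter readthrough which indicates perturbed polyadenylation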
TRPC4 inh – inhibitors of mouse TRPC4 channel | Q9QUQ5 | HEK293 TRPC4beta/mu-opioid, DAMGO-evoked Fluo4 calcium flux; stronger effect = lower value | B-score at 10 µM | 0.39% of 300,000 active;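 active = B-score over 3 SD under the library average, no early fluorescence shift, positive overall ratio signal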
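Assay system: HEK293 cells with stable TRPC4beta plus mu-opioid receptor expression; Probe or stimulus: DAMGO in two steps, submaximal then maximal; Dosing: single-point compound dosing; Measured by: Fluo4 calcium-dye fluorescence, kinetic read; Read-out basis: B score from integrated Fluo4 fluorescence ratio.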
DYRK1A inh – inhibitors of rat Dyrk1A kinase; ADP-Glo luminescence, NFATc1 peptide; inhibition, % at 12.5 µM; 0.43% of 310,000 active; AID 504441; in the data active = inhibition above about 50%;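 note: plate controls were vehicle with enzyme for no effect and no enzyme for full effect; many of its hits are not listed in these tables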
KCNQ1 pot – potentiators or activators of human KCNQ1 potassium channel. P51787. CHO-K1 KCNQ1, thallium flux FluxOR fluorescence; stronger effect = higher value. B-score at 10 µM. 0.35% of 310,000 active;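 active = fluorescence ratio B-score, a plate-corrected score, at least three library SD, with initial intensity B-score within 5 SD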
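Schedule – 37 °C overnight plating, 90-min dark dye load, 20-min compound pretreatment · System – stable KCNQ1 CHO-K1 line · Probe or stimulus – thallium- and potassium-containing depolarizing buffer · Measured by – kinetic FluxOR fluorescence, 10 s baseline plus 110 s post-stimulus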
Platelet DG rel – platelet dense granule release activity | human platelet-rich plasma, SFLLRN dense granule ATP release, luminescence | inhibition, %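 (compounds screened at 7.5 µM in platelet-rich plasma)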 | 0.22% of 300,000 active | AID 1663;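 active = mean replicate score, as percent of positive control, at or above 50; inconclusive = mean below 50 but at least one replicate at or above 50; inactive = mean and every replicate below 50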
TRPC4 potent – TRPC4 (mouse) allosteric potentiation. Q9QUQ5. B-score at 10 µM. 0.42% of 310,000 active. AID 2227. HEK293 TRPC4beta/mu-opioid, DAMGO EC20, Fluo-4 Ca2+ flux; stronger effect = higher value;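 active = B-score of calcium response area above 5 SD of library B-scores, with initial fluorescence ratio within 5 SD of library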;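 note: B-score of integrated fluorescence ratio over time as area under calcium response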
The depositor's hits bear a star; i = inactive; u = inconclusive; x = no result given. Not all compounds are listed (hit frequency here may not be typical).

Below each compound: KCNK3 block	hERG protect	KCNQ1 inh	TRPC4 act	KCNK9 inh	PolyA inhibitor	TRPC4 inh	DYRK1A inh	KCNQ1 pot	Platelet DG rel	TRPC4 potent
> O=C(CN1CCCCCCC1)N/N=C/c1ccc([N+](=O)[O-])o1
  i	-3	i	i	i	i	i	5	i	1	i
> COc1ccc2nc(NCCCO)[nH]c2c1
  i	0	i	i	i	i	x	5	i	-1	i
> O=C(Nc1cccc(F)c1)C1CCN(C(=O)c2ccc(Br)cc2)CC1
  i	-14	i	i	i	i	i	-1	i	4	i
> COC(=O)c1cc(OC)c(OC)cc1NC(=O)C1CCCO1 (centres undefined)
  i	-6	i	i	i	i	i	-2	i	2	i
> COc1ccc(-c2cc3c(=O)n(CC(=O)NCCCN4CCC(N5CCCCC5)CC4)ncn3n2)cc1
  i	-8	i	i	i	i	i	-5	i	0	i
> CN(Cc1ccccc1)C(=O)COC(=O)CNS(=O)(=O)c1ccc2ccccc2c1
  i	-22	i	i	i	i	i	18	i	0	i
> CN(C)c1ncccc1-c1nc2ccccc2s1
  i	-7	i	i	i	i	i	-1	i	-5	i
> COc1ccc(/C=N/OCC(=O)Nc2nc3ccccc3s2)cc1OC
  i	-14	i	i	i	i	i	-2	i	-2	i
> Oc1ccc2c(ccc3[nH]cnc32)c1
  i	-9	i	i	i	i	i	79*	i	0	i
> CCCNC(=O)C1(CC2CC(c3ccccc3)=NO2)CCN(C(=O)c2cc(OCC)c(OCC)c(OCC)c2)CC1 (centres undefined)
  i	-9	i	i	i	i	i	3	i	1	i
> CC(=N\O)/C(CN(C)C)=N/O
  i	-6	i	i	i	i	i	2	i	-4	i
> Cc1c([N+](=O)[O-])c2ccc(O)cc2n1-c1ccccc1
  i	-10	i	i	i	i	i	11	i	-2	i
> Cc1ccc(-c2nc3ncccc3o2)cc1NC(=O)c1ccccc1
  i	-9	i	i	i	i	i	x	i	1	i
> COc1cc(C(=O)NC(c2ccccc2)c2ccccc2)cc(OC)c1C
  i	-7	i	i	i	i	i	2	i	5	i
> CC(C)Nc1nc(Oc2ccc(=O)n(-c3ccccc3)n2)nc(N(C)C)n1
  i	-9	i	i	i	i	i	-7	i	3	i
> CCc1c(O)nc(N2CCN(Cc3ccccc3)CC2)[nH]c1=O
  i	-12	i	i	i	i	i	-1	i	-1	i
> Cc1c(NC(=O)CN2C(=O)C(=O)N(Cc3ccccc3)C2=O)c(=O)n(-c2ccccc2)n1C
  i	-5	i	i	i	i	i	3	i	5	i
> COc1ccc(C(C)=O)cc1COC(=O)CNC(=O)c1cc(C)cc(C)c1
  i	-15	i	i	i	i	i	-4	i	-14	i
> O=C(N/N=C/c1cc2c(cc1Cl)OCO2)c1cc(-c2ccccc2)n[nH]1
  i	-20	i	i	i	i	i	0	i	-3	i
> Cn1c(Oc2ccc(Cl)cc2)c(C=O)c2ccccc21
  i	-3	i	i	i	i	i	-1	i	1	i
> CC(=O)Oc1ccccc1/C=C1\CCOC1=O
  i	3	i	i	i	i	i	-1	i	8	i
> Cc1c(C(=O)Nc2cccnc2Cl)oc2ccccc12
  i	-7	i	i	i	i	i	-6	i	1	i
> Cc1ccc(C)c(-c2nnc(NC(=O)CS(=O)(=O)c3ccccc3)o2)c1
  i	-17	i	i	i	i	i	-3	i	u	i
> COc1ccc(CCNC(=O)CCNC(=O)c2ccco2)cc1OC
  i	-7	i	i	i	i	i	2	i	1	i
> O=C(NCc1ccco1)/C(=C/c1cccnc1)NC(=O)c1ccco1
  i	0	i	i	i	i	i	-8	i	-1	i
> O=C(NCC1CCCO1)C1CCN(C2CCN(C(=O)Cc3ccsc3)CC2)CC1 (centres undefined)
  i	-14	i	i	i	i	i	-4	i	-10	i
> CCOc1ccc(/C=N/N2C(=O)C(CC(=O)Nc3ccc(F)cc3F)SC2=NC)cc1OC (centres undefined)
  i	-13	i	i	i	i	i	4	i	1	i
> O=C(Cn1c(=O)oc2cc(S(=O)(=O)NCc3ccccc3)ccc21)NCc1ccco1
  i	-3	i	i	i	i	i	2	i	3	i
> O=C(CC1C(=O)NCCN1C(=S)Nc1ccccc1)Nc1ccc2c(c1)OCCO2 (centres undefined)
  i	-13	i	i	i	i	i	8	i	0	i
> CC[C@]1(c2ccccc2OC)C(=O)N(C(=O)OC)N1C(=O)OC
  i	-4	i	i	i	i	i	-3	i	4	i

A draw from above in order of number of heavy atoms, rising.
Below each compound: KCNK3 block	hERG protect	KCNQ1 inh	TRPC4 act	KCNK9 inh	PolyA inhibitor	TRPC4 inh	DYRK1A inh	KCNQ1 pot	Platelet DG rel	TRPC4 potent
> Cc1c(C(=O)Nc2cccnc2Cl)oc2ccccc12
  i	-7	i	i	i	i	i	-6	i	1	i
> O=C(NCc1ccco1)/C(=C/c1cccnc1)NC(=O)c1ccco1
  i	0	i	i	i	i	i	-8	i	-1	i
> O=C(Cn1c(=O)oc2cc(S(=O)(=O)NCc3ccccc3)ccc21)NCc1ccco1
  i	-3	i	i	i	i	i	2	i	3	i

(continued)
Below each compound: KCNK3 block	hERG protect	KCNQ1 inh	TRPC4 act	KCNK9 inh	PolyA inhibitor	TRPC4 inh	DYRK1A inh	KCNQ1 pot	Platelet DG rel	TRPC4 potent
> COc1ccc(-c2csc(NC(=O)C3CC(=O)N(c4ccc5c(c4)OCCO5)C3)n2)cc1 (centres undefined)
  i	-14	i	i	i	i	i	1	i	3	i
> O=C(CCN1C(=O)c2cccc3cccc(c23)C1=O)Nc1ccccc1
  i	2	i	i	i	i	i	0	i	-1	i
> CN(C)S(=O)(=O)N(CC(=O)N1CCN(c2ccccc2F)CC1)c1ccccc1
  i	-4	i	i	i	i	i	-2	i	-2	i
> Cc1nc(N2CCOCC2)nc(OCCN(C)C)c1[N+](=O)[O-]
  i	-7	i	i	i	i	i	8	i	-5	i
> Oc1cccc2ccc(N3CCOCC3)nc12
  i	-6	i	i	i	i	i	-4	i	0	i
> Cc1ccc(CS(=O)Cc2ccc(C(=O)N3CCN(c4ccccn4)CC3)o2)cc1 (centres undefined)
  i	-22	i	i	i	i	i	0	i	1	i
> CC1=CC(C)(C)n2c(O)c(N=N)c3c(C)c(C)cc1c32
  i	-4	i	i	i	i	i	1	i	-5	i
> C=CCc1cccc(CNc2c(C)n(C)n(-c3ccccc3)c2=O)c1O
  i	-16	i	i	i	i	i	3	i	1	i
> CC(OC(=O)CNS(=O)(=O)c1ccc2ccccc2c1)C(=O)N(C)c1ccccc1 (centres undefined)
  i	-9	i	i	i	i	i	-2	i	9	i
> COc1cc2cc(C(=O)N3CCc4ccccc4C3)[nH]c2cc1OC
  i	-9	i	i	i	i	i	-3	i	13	i

Compounds from the list above containing a Cl atom, in the order listed:
Below each compound: KCNK3 block	hERG protect	KCNQ1 inh	TRPC4 act	KCNK9 inh	PolyA inhibitor	TRPC4 inh	DYRK1A inh	KCNQ1 pot	Platelet DG rel	TRPC4 potent
> O=C(N/N=C/c1cc2c(cc1Cl)OCO2)c1cc(-c2ccccc2)n[nH]1
  i	-20	i	i	i	i	i	0	i	-3	i
> Cn1c(Oc2ccc(Cl)cc2)c(C=O)c2ccccc21
  i	-3	i	i	i	i	i	-1	i	1	i
> Cc1c(C(=O)Nc2cccnc2Cl)oc2ccccc12
  i	-7	i	i	i	i	i	-6	i	1	i

The list continues:
Below each compound: KCNK3 block	hERG protect	KCNQ1 inh	TRPC4 act	KCNK9 inh	PolyA inhibitor	TRPC4 inh	DYRK1A inh	KCNQ1 pot	Platelet DG rel	TRPC4 potent
> CC(C)C(O)(CC#CCN1CCCC1)c1ccccc1 (centres undefined)
  i	-6	i	i	i	i	i	-6	i	-3	i
> COc1cccc(C(=O)COC(=O)c2cccs2)c1
  i	-9	i	i	i	i	i	9	i	13	i
> Cc1ccc(N(CC(=O)Nc2ccc(C)cc2C)S(=O)(=O)N2CCCC2)cc1
  i	-14	i	i	i	i	i	-2	i	22	i
> Cc1ccc(CNC(=O)CCNC(=O)c2ccco2)cc1
  i	-4	i	i	i	i	i	-4	i	10	i
> COc1ccc(S(=O)(=O)N2CCC(C(=O)NCc3ccccc3)CC2)cc1OC
  i	-4	i	i	i	i	i	0	i	3	i
> Cc1ccccc1Nc1nnc(SCc2cc(=O)n3ccsc3n2)s1
  i	-12	i	i	i	i	i	0	i	5	i
> COc1ccc(C(=O)CSc2n[nH]c(N)n2)cc1
  i	-4	i	i	i	i	i	0	i	-1	i
> CCNS(=O)(=O)c1ccc(C(=O)OCc2cc(=O)oc3cc(OC)ccc23)cc1
  i	-7	i	i	i	x	i	-7	i	-31	i
> CCCCc1ccc(NC(=S)NCc2cccs2)cc1
  i	-15	i	i	i	i	i	-7	i	-1	i
> CC(C)N(Cc1nccn1C)C(=O)c1cc(COc2ccc(F)cc2Cl)on1
  i	-1	i	i	i	i	i	1	i	-4	i
> CC(=O)Nc1ccc(NC(=O)C(C)OC(=O)CNS(=O)(=O)c2ccc(Br)cc2Cl)cc1 (centres undefined)
  i	-15	i	i	i	i	i	-4	i	22	i
> CCC(C)Nc1nc(-c2c[nH]c3ccccc23)cs1 (centres undefined)
  i	-10	i	i	i	i	i	-2	i	6	i
> CCOc1ccc(C(=O)/C=C/c2cc(OC)c(OC)c(OC)c2)cc1
  i	-19	i	i	i	i	i	0	i	-4	i
> COc1ccccc1N1CCN(C(=O)CCc2ccccc2)CC1
  i	-8	i	i	i	i	i	-6	i	6	i
> CCN(CC)CCNC(=O)C12CC3CC(CC(C3)C1)C2
  i	-12	i	i	i	i	i	5	i	35	i
> COc1ccc(/C(O)=C2/C(=O)C(=O)N(CCN3CCOCC3)C2c2ccccn2)cc1OC (centres undefined)
  i	-4	i	i	i	i	i	3	i	x	i
> COc1ccc([C@@H]2[C@H]3C(=O)N(c4cccc(C(F)(F)F)c4)C(=O)[C@H]3ON2C)cc1
  i	-9	i	i	i	i	x	-4	i	-10	i
> Cc1cc(OC(=O)C(C)(C)C)c([N+](=O)[O-])c(=O)[nH]1
  i	-9	i	i	i	i	i	-7	i	-1	i
> CCN(CC(=O)Nc1ccc2c(c1)OCO2)Cc1nc2ccccc2c(=O)[nH]1
  i	-11	i	i	i	i	i	1	i	4	i
> COC(=O)c1cccc(NS(C)(=O)=O)c1
  i	-3	i	i	i	i	i	20	i	1	i
> Cc1c(C)c2ccc(O)c(CN3CCCC3)c2oc1=O
  i	-6	i	i	i	i	i	-2	i	3	i
